mcGAS lum: blocks mouse cGAS activity; Q8C6L5; 160,000 compounds, 0.15% hits; recombinant cGAS, Kinase-Glo ATP depletion luminescence; inhibition, % at 12.5 µM; AID 1259399;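 further: 0% = negative control wells and 100% = reference inhibitor with no enzyme activity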
NPYLR7 ag: mosquito NPYLR7 agonism | 270,000 compounds, 0.15% hits | HEK293T NPYLR7/Galpha15, GCaMP6s calcium fluorescence | activation, % at 10 µM; in the data active means activation above about 40%;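 further: 0% = vehicle and 100% = reference agonist at the receptor; some compounds past the cut are filed as inactive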
hcGAS inh: human cGAS inhibition. Q8N884. inhibition, % at 12.5 µM. 290,000 compounds, 0.081% hits. recombinant h-cGAS, ATP depletion, Kinase-Glo luminescence;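 further: 0% = vehicle reaction and 100% = reaction without DNA for no activity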
Target sequence (Q8N884 whole entry, looked up): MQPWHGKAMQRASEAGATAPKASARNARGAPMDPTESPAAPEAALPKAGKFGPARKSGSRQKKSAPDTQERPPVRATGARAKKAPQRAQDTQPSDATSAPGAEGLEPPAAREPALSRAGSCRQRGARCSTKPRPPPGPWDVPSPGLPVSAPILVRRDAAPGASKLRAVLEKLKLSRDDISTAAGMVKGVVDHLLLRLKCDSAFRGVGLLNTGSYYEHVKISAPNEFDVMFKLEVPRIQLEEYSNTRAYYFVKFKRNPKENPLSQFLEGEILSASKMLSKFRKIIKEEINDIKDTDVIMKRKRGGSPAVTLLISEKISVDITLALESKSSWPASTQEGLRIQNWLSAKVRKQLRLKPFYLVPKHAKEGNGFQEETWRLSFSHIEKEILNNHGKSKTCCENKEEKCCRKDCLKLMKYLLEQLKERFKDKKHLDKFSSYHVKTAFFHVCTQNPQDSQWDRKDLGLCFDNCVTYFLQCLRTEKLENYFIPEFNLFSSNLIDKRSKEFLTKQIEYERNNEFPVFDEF
* = called active by the depositor; nt = no result given. Unless noted, no stated cut-off is given here; in the data, active means inhibition above about 40%; inactive means the rest.

Structure | hcGAS inh | NPYLR7 ag | mcGAS lum
C=CCNC(=O)N[C@H]1CO[C@H]2[C@@H]1OC[C@@H]2Nc1nccc(-c2ccccc2OC)n1 | 0 | -10 | -1
Cc1ccc2c(c1)C(=O)NC1(CCN(C(=O)C(C)Cl)CC1)N2 (centres undefined) | -7 | 12 | -9
N#CC1(S(=O)(=O)c2ccc(Cl)cc2)CC1 | 1 | -10 | nt
CN1CCOC(CNCC(O)COCc2ccccc2Cl)C1 (centres undefined) | -7 | 7 | nt
CC(=O)Oc1ccc2c(c1)Oc1nc(C)[nH]c(=O)c1C2c1ccccc1 (centres undefined) | -3 | 9 | nt
CN(Cc1cc(-c2ccncc2)no1)Cc1ccc(C2CCCCO2)s1 (centres undefined) | -3 | 4 | -14
O=C(CCNS(=O)(=O)c1ccc(F)cc1)Nc1ccc(N2CCCCC2)cc1 | -11 | 0 | -20
COc1ccc(N2CCN(C(=O)C3CCCCC3C(=O)NCCc3ccc(S(N)(=O)=O)cc3)CC2)cc1 (centres undefined) | -7 | -5 | -4
Cc1nn(C)c(C)c1S(=O)(=O)N1CCC(CO)(Cc2ccc(Cl)cc2)CC1 | -1 | -6 | -4
Cc1cc(C(=O)NNC(=O)C(Oc2ccccc2Br)C(C)C)c(C)o1 (centres undefined) | -9 | 11 | nt
CCCCC(CC)C(=O)N1CCc2ccccc2C1c1ccc(Cl)cc1 (centres undefined) | -7 | -1 | -8
CCOC(=O)N1CCN(C(=O)c2ccc(N3CCC(NCc4cc(C)no4)CC3)cc2)CC1 | -5 | 0 | -11
CCOC(=O)C1(C)CCN1C(=O)COc1ccccc1 (centres undefined) | -11 | 5 | -7
COCCNC(=O)c1c(O)nc2scc(C)n2c1=O | -4 | 6 | -3
CCCCN(C)C(=O)c1sc(=O)n(Cc2cc(Cl)ccc2OC)c1C | -5 | 7 | nt
COc1ccc(OC2CCN(C(=O)C3CC3)CC2)c(C(=O)NC2CCc3ccccc32)c1 (centres undefined) | -5 | -1 | nt
COc1cccc(CN(Cc2cccc(C(F)(F)F)c2)Cc2nc(C(=O)N3CCN(C)CC3)co2)c1 | -4 | 10 | -4
CC(C)(C)C(=O)COC(=O)C(=Cc1cccs1)c1cccs1 | -7 | 1 | -8
Cc1cc(C(=O)NC(C)C(=O)Nc2ccc(F)cc2C)n[nH]1 (centres undefined) | -3 | 11 | nt
CC1(C)OCC(COC(=O)/C=C/c2ccc(F)cc2)O1 (centres undefined) | -10 | 1 | nt
CCCNC(=O)C1CCC(Cn2c(=O)c3sccc3n(Cc3cccc(OC)c3)c2=O)CC1 (centres undefined) | -6 | 8 | -9
CCn1c(SCSc2nc3c(c(=O)n(C)c(=O)n3C)n2CC)nc2c1c(=O)n(C)c(=O)n2C | -4 | 5 | nt
COc1cccc(CN(CC(O)COCc2ccco2)CC2CC(c3ccc(Cl)cc3)=NO2)c1 (centres undefined) | -5 | -2 | -6
CCN1CCC(N(C)[C@@H]2CS(=O)(=O)C[C@H]2O)CC1 | -1 | 6 | nt
O=C(OCN1C(=O)c2ccccc2C1=O)c1cc2ccccc2o1 | -6 | 12 | nt
Cc1ccc2cccc(OC(=O)c3cc([N+](=O)[O-])ccc3Br)c2n1 | -1 | -3 | -3
CCOCCn1c(=O)c2c(nc3n2CC(C)CN3c2ccc(Br)cc2)n(C)c1=O (centres undefined) | -4 | 7 | nt
CC(Cc1cccs1)NC(=O)CCc1nnc(C2(c3ccc(Cl)cc3)CCC2)o1 (centres undefined) | -4 | -3 | nt
COCCN(Cc1ccc(OC)c(OS(=O)(=O)c2ccc(NC(C)=O)cc2)c1)C(=O)c1cccc(F)c1 | 2 | 8 | 1
O=C1N(Cc2ccccc2F)CCCC12CCN(C1Cc3ccccc3C1)C2 (centres undefined) | -7 | 20 | nt
CCCC(C)C1C2=C(CCCC2=O)OC(=N)C1C#N (centres undefined) | -6 | -3 | -4
O=C(Nc1ccc2c(c1)CCC2)NC1C2COCC1CN(CC1CC1)C2 (centres undefined) | -6 | 25 | nt
COc1cn(-c2ccccc2)nc1C(=O)NC1CCCC1 | 2 | -4 | 0
CC1=NC2=C(C(=O)CC(c3ccccc3)C2)C(c2ccccc2OCc2ccccc2)C1C(=O)OCc1ccccc1 (centres undefined) | 1 | -7 | -4
CC(C)(CCl)C(=O)N1CCC2(CC1)C(=O)N(CC(=O)N1CCCC1)CN2c1ccccc1 | -5 | -4 | -4
CCC(C)Nc1nc(NC)nc(Oc2ccc(C(=O)OCC(=O)OC)cc2)n1 (centres undefined) | -5 | 1 | -6
C=CCCOC(=O)N1[C@@H](c2ccccc2)[C@@H](C(=O)NC)C[C@]12CCCCNC2=O | 3 | 2 | -1
Cc1ccc2nc(NC(=O)C3CCCCC3)sc2c1 | 4 | 6 | nt
COc1ccc2[nH]cc(C3CCN(S(=O)(=O)c4ccc(NC(C)=O)cc4)CC3)c2c1 | -2 | 14 | -6
Clc1snnc1CSc1nnc(-c2c[nH]c3ccccc23)n1C1CC1 | 3 | -3 | nt
CN=C1NN=C(c2ccc(C)cc2C)CS1 | -6 | 4 | -16
O=C(Nc1ccc(F)c(F)c1F)C1=NN(C2CCS(=O)(=O)C2)C(=O)CC1 (centres undefined) | -5 | -4 | nt
O=C(Nc1ccc(-c2ccn[nH]2)cc1)C1CCCN(C/C=C/c2ccccc2)C1 (centres undefined) | -7 | 7 | -11
CCCC(=O)N1CCCN(c2nc(N)c3cc(OC)c(OC)cc3n2)CC1 | -2 | -22 | nt
S=c1oc2ccc(Cl)cc2n1CN1CCCCCCC1 | -3 | 7 | nt

Structures above containing a thiophene ring, fused or not:
Structure | hcGAS inh | NPYLR7 ag | mcGAS lum
CN(Cc1cc(-c2ccncc2)no1)Cc1ccc(C2CCCCO2)s1 (centres undefined) | -3 | 4 | -14
CC(C)(C)C(=O)COC(=O)C(=Cc1cccs1)c1cccs1 | -7 | 1 | -8
CCCNC(=O)C1CCC(Cn2c(=O)c3sccc3n(Cc3cccc(OC)c3)c2=O)CC1 (centres undefined) | -6 | 8 | -9
CC(Cc1cccs1)NC(=O)CCc1nnc(C2(c3ccc(Cl)cc3)CCC2)o1 (centres undefined) | -4 | -3 | nt

Later entries
Structure | hcGAS inh | NPYLR7 ag | mcGAS lum
Cc1nn(Cc2ccccc2)c(C)c1[C@@H]1C=C[C@@H](NC(=O)N2CCOCC2)C1 | -3 | -12 | -4
COCCCn1c(SCc2cc(-c3ccccc3)on2)n[nH]c1=O | -5 | 6 | -14
CNC(=O)Cn1cnc2c([nH]c3ccccc32)c1=O | -5 | nt | -11
NCCSc1c(-c2ccc(Cl)cc2)[nH]c2ccccc12 | -6 | -9 | -7
Cc1cc(C(=O)CSc2nnc(C3CC3)n2C2CC2)c(C)n1C1CCS(=O)(=O)C1 (centres undefined) | -5 | 5 | nt
CCc1ccc(CN(CCS(N)(=O)=O)C2CC2)cc1 | -4 | 8 | -15
CCOc1nn(CC)cc1C(=O)NC1=NCCS1 | 4 | 14 | nt
Cc1ccsc1C(O)c1nnc(Nc2ccc3c(c2)OCO3)s1 (centres undefined) | -8 | 17 | -6
CC1=C(C(=O)OCc2ccccc2)C(c2ccccc2[N+](=O)[O-])NC(=O)N1C (centres undefined) | 1 | 2 | 3
c1ccc(Oc2ccccc2-c2cnn3c(NCc4cccs4)ccnc23)cc1 | -5 | -7 | -3
CCc1ccc(CN(C)Cc2nc(Cc3ccc(OC)c(OC)c3)no2)nc1 | -4 | 20 | nt
CCOC(=O)c1c(N)sc2c1CCNC2 | -8 | 1 | -15
O=S(=O)(NCCc1csc2nc(-c3cccs3)nn12)c1ccc(F)cc1 | -7 | 0 | -8
CSCCCN1CCC2(CCN(Cc3cccc(F)c3)CC2)C(CO)C1 (centres undefined) | -2 | nt | -2
CCN(CC)S(=O)(=O)N1CCN(CCc2scnc2C)CC1 | -9 | 5 | nt
O=C(Cn1nc2c(c1NC(=O)c1cccc(Cl)c1)CSC2)NCCc1ccccc1 | 4 | -4 | -3
CCCCCCCC(=O)Nc1c(-c2ccccc2F)nc2ccc(C)cn12 | -5 | -1 | -7
CCc1c(C)c(C#N)c2nc3ccccc3n2c1NCCN1CCOCC1 | 6 | -2 | nt
CCOC(=O)c1c(-c2ccc(Br)cc2)csc1N=Cc1nc(-c2ccccc2)oc1O | -6 | 4 | -9
CCOC(=O)N1CCC2(CC1)OC(=O)C(C)=C2C(=O)NC(C)C | -6 | 4 | nt
COC(=O)c1cnc(NC(=O)c2cccc(S(=O)(=O)N3CCCCC3)c2)s1 | -2 | -12 | nt
Cc1ccc(NC(=O)c2cc(Cl)nc(Cl)n2)cc1S(=O)(=O)N1CCCCC1 | -5 | 9 | nt
CN(CCN1CCOCC1)Cc1nc(-c2ccc(Cl)cc2)no1 | 5 | -2 | -1
Cn1nnc2c(Nc3ccccc3-c3ccccc3)ncnc21 | -13 | 7 | nt
CCCCc1cnc2c(c1SC(C)C)c(=O)n(C)c(=O)n2C | -8 | 5 | -10
Cc1cccc(CNC(=O)c2ccccc2NC(=O)C(C)N2CCCC2=O)c1 (centres undefined) | -6 | 2 | nt
CN(C(=O)/C=C/c1ccc(S(=O)(=O)NCc2ccco2)cc1)C1CCCCC1 | -5 | 1 | nt
COCCCN(Cc1ccc(C)cc1)C(=O)C1CC2(CCNCC2)CN1 (centres undefined) | 0 | 4 | nt
C=CCNC(=O)N(CCOC)C1CCC2(CC1)C(=O)N(C)CCc1ccccc12 (centres undefined) | -8 | 15 | nt
COC(=O)C(=CC(C(=O)OC)C(=O)OC)C(=O)OC | -4 | -7 | -7
COc1c(C)cnc(CNC(=O)/C=C/c2c(Cl)nc3ccccn23)c1C | 2 | 3 | nt
COc1cc2c(cc1OC)C(CNC(=O)c1ccccc1Cl)N(Cc1ccc(F)cc1)CC2 (centres undefined) | 2 | -1 | -1
Cc1c(Cl)cn2c(=O)cc(CNc3ccc(I)cc3)nc2c1Cl | -5 | 24 | nt
CC(C)Sc1ccc2nn(CC(=O)Nc3cccc(F)c3)c(=O)n2n1 | -5 | nt | -7
FC(F)(F)c1nnc2ccc(Nc3ccc(N4CCCC4)cc3)nn12 | -8 | 8 | nt
CC(C)CCN(Cc1cccs1)CC(O)COc1ccccc1 (centres undefined) | -4 | 14 | -5
COc1cn(CC(=O)NCc2ccc(C)cc2)c(CSc2nncn2C)cc1=O | 0 | 0 | -6
Cc1nc(C)c(CNC(=O)Cc2ccccc2Br)s1 | 1 | -6 | -1
N#CCNC(=O)CNC(c1cccc(Cl)c1)c1ccccn1 (centres undefined) | 2 | 1 | nt
CSc1ccc(C2SCC(=O)N2c2ccccc2)cc1 (centres undefined) | -5 | -5 | nt
CN(C)c1cccc(C(NC(=O)/C=C\c2ccoc2)c2ccc(S(C)(=O)=O)cc2)c1 (centres undefined) | 0 | -11 | 1
O=C(NCc1ccccn1)c1ccc(Nc2c(Oc3ccccc3)cnn(-c3ccccc3Cl)c2=O)cc1 | -2 | 0 | -1
O=C(NC1CC1)C1CCCN(C2CCN(CCOc3ccccc3)CC2)C1 (centres undefined) | -3 | 0 | nt
COCCOc1nc(-c2ccc(Cl)c(Cl)c2)n(-c2ccc(NC(=O)c3ccc(OC)cc3)cc2)n1 | 1 | -2 | -2
CC(NC(=O)CN1CCN(CC(=O)N2CCCCC2)CC1)c1ccccc1 (centres undefined) | 2 | -4 | -2
CC(c1ccon1)N(C)C(=O)c1cnn2c1CCCC2 (centres undefined) | -7 | 1 | -17
CC(C)(C)C(=O)NC(=S)NCCc1ccccc1 | -2 | 3 | 0
O=C(C=Cc1cc(Br)ccc1F)N1CCN(Cc2nc3ccccc3s2)CC1 | -3 | 5 | -6
Cc1ccccc1C(=O)N1C(C(=O)NCc2cccc(C(F)(F)F)c2)COC12CCN(C(=O)Cc1ccccc1)CC2 (centres undefined) | -6 | 14 | -5
COc1ccc(-c2cc(C(=O)NC3CCCCNC3=O)n3nc(-c4ccccc4)cc3n2)cc1 (centres undefined) | -6 | 10 | -7
COc1ccccc1OCC(=O)NNC(C)=O | -4 | 2 | -7
CCOC(=O)C1=C(CC)NC2=C(C(=O)CCC2)C1c1ccccc1I (centres undefined) | 1 | 4 | nt
CCOC(=O)C1(Cc2cccc(Cl)c2)CCCN(C(=O)CCc2scnc2C)C1 (centres undefined) | -3 | -13 | -4
O=C(CCOc1ccccc1)N1CCC(n2cnc3cc(C(F)(F)F)ccc32)CC1 | -4 | 3 | -6
COc1cccc(C(C2Sc3nc(C)nn3C2=O)N2CCN(CCO)CC2)c1 (centres undefined) | -11 | 11 | nt
O=C(c1cscn1)N1CCCC(N2CCN(Cc3ccc4c(c3)OCO4)CC2)C1 (centres undefined) | -2 | 22 | nt
CC(=O)N1CCN(C(=O)COC(=O)c2ccc3ccccc3c2O)CC1 | -4 | 15 | -4
CCS(=O)(=O)NCC1CCN(Cc2nc3c(s2)CCCC3)C1 (centres undefined) | 4 | 0 | nt
O=c1[nH]ncc(Nc2ccc(F)cc2)c1Cl | -6 | 0 | -5
Cc1cc(OCc2cc(C(=O)N3CCCN(c4ncccn4)CC3)no2)cc(C)c1Cl | -8 | -3 | -11
CC(CN1CCCC1=O)Nc1cc(Cl)ccc1C#N (centres undefined) | -5 | -16 | nt
COc1ccccc1NC(=O)N(CC(=O)Nc1cc(C(C)(C)C)nn1-c1ccc(Cl)c(Cl)c1)Cc1ccccc1 | -7 | -1 | -7
Cc1noc(-c2cccc(F)c2)c1C(=O)NCc1cccc(Cl)c1 | 1 | 0 | -4

3 structures from above, ordered by SMILES length, largest number first:
Structure | hcGAS inh | NPYLR7 ag | mcGAS lum
O=C(c1cscn1)N1CCCC(N2CCN(Cc3ccc4c(c3)OCO4)CC2)C1 (centres undefined) | -2 | 22 | nt
COc1cccc(C(C2Sc3nc(C)nn3C2=O)N2CCN(CCO)CC2)c1 (centres undefined) | -11 | 11 | nt
COc1ccccc1OCC(=O)NNC(C)=O | -4 | 2 | -7

Bioassay records deposited in PubChem by Fisher Drug Discovery Resource Center.
